p53 reactivator: re-activators of mutant p53; H1299 p53-A138V BP100-luciferase reporter, luminescence, 24 h; 0.063% of 320,000 active; AID 504706; Potency, µM (top dose mostly 92.2 µM), without a hit: at the top dose activity change, positive = activation, most hits filed as activators; note: % of control where 0% means no effect; nearly all actives have a fitted effect of over 45% in size
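p53-null H1299 cells stably carrying temperature-sensitive p53-A138V and a BP100-luciferase reporter were pinned with compounds (4-point, 1:5 series) and held 24 hrs at 37 deg C. Luminescence was read 10 min after detection reagent.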
RORg inh: blocks mouse ROR gamma transcriptional activity; AID 2551; 5.4% of 310,000 active; Potency, µM (highest dose often 53.6 µM), for the others: at the highest dose activity change, negative = inhibition, usual class: inhibitors; P51450; Drosophila S2 Gal4-RORgamma UAS-luciferase reporter, 20 h; note: % is set by controls: 0 for no effect and ±100 for the full control effect; nearly all actives have a fitted effect of over 60% in size
Target sequence (P51450 whole entry, looked up, the tested form may be a part): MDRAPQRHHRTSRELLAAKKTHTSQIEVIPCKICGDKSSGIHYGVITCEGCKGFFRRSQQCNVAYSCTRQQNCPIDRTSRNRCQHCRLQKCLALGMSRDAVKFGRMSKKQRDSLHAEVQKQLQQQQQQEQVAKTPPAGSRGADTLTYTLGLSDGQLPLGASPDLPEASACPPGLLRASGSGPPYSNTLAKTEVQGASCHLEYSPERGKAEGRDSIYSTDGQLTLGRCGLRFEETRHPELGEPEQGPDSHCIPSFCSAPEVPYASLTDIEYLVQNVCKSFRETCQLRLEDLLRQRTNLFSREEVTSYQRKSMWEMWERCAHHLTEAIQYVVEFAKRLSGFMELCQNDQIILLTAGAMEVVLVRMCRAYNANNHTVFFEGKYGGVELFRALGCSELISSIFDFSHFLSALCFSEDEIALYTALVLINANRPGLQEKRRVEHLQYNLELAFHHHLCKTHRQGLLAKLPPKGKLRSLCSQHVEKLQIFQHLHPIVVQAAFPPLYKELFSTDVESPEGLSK
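ROR gamma transcriptional activity was tracked as Gal4-UAS luciferase output in stably transfected Drosophila Schneider cells, with compound added 1 hr before 700 uM copper sulfate induction and a 20 hr ambient-temperature incubation.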
Gal4-VP16 FLuc: inhibits Gal4-VP16 luciferase reporter, ROR gamma counter-screen | Drosophila S2 Gal4-VP16 UAS-luciferase, luminescence, 20 h | Potency, µM (series often up to 53.6 µM), for inactives: at the highest dose activity, negative = inhibition, most hits filed as inhibitors | 3.5% of 310,000 active | AID 2546;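 note: Gal4-VP16 expression switched on by copper sulfate through the metallothionein promoter; % is set by controls: 0 for no effect and ±100 for the full control effect; nearly all actives have a fitted effect of over 50% in size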
FLuc modulator: firefly luciferase modulation, counter-screen for miR-21 project; P08659; purified FLuc, Km substrates, luminescence inhibition; Potency, µM (titrated, usually from 57.5 µM), for the others: top-dose activity change, negative = inhibition, actives largely listed as inhibitors; 6.9% of 360,000 active; AID 588342;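 note: plate controls were vehicle for no effect and reference inhibitor for full effect; nearly all actives have a fitted effect of over 55% in size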
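Biochemical qHTS of compounds, final roughly 60 µM downward over six points, against 10 nM purified firefly luciferase using Km concentrations of substrates (10 uM D-luciferin, 10 uM ATP) in Tris acetate pH 7.5 buffer; luminescence output.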
ELG1 genotox: genotoxicity induction in ELG1-luciferase HEK293T cells | Potency, µM (titrated, usually from 46 µM), for the others: top-dose activity change, positive = activation, usual class: activators | AID 504466 | 1.3% of 330,000 active | HEK293T ELG1-luciferase reporter, luminescence, 16 h; note: % of control where 0% means no effect; nearly all actives have a fitted effect of over 60% in size
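Reporter readout depends on ELG1 protein level, which increases with genetic stress. After 16 hr compound exposure at 37 °C, luciferase activity was quantified using ONE-Glo.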
NPC1 prom act: activators of NPC1 promoter | Huh7 NPC1 promoter luciferase reporter, 24 h | Potency, µM (doses to about 9.22 µM), for the others: top-dose activation, actives largely listed as activators | 2.4% of 320,000 active | AID 485313;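 note: % of control where 0% means no effect; nearly all actives have a fitted effect of over 60% in size; reporter is driven by a mutant NPC1 promoter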
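NPC1 promoter–luciferase Huh7 cells; 24 h compound; luminescence.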
BRCA1 expr up: activators of BRCA1 expression | 1.1% of 380,000 active | Potency, µM (highest dose often 46.1 µM), without a hit: top-dose activation, usual class: activators | AID 624202 | MCF7-BRCA1-FFLuc reporter, luminescence, 48 h; response scale: scaled: vehicle 0%, 10 µM genistein 100%; note: nearly all actives have a fitted effect of over 80% in size; some results filed as inactive show a strong effect at the top dose
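Luminescence from a BRCA1-driven firefly luciferase in MCF7 cells was read after 48 h compound exposure at 37 C. Data normalized against DMSO and a 10microM genistein activation control, then curve-fitted across the titration.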
MBNL1 CUG block: inhibitors of human MBNL1 binding to CUG repeat RNA; Potency, µM (titrated, usually from 57.5 µM), without a hit: at the highest dose activity change, negative = inhibition, actives largely listed as inhibitors; 0.036% of 280,000 active; Q9NR56; AID 2675; TR-FRET MBNL1-His/biotin-(CUG)12 binding, 665/545 ratio; active = well fitted inhibition curve with a large enough effect in the signal ratio, with a control signal flat, not every such curve was filed as active; inconclusive = small, poorly fitted or top-dose-only effect, or effect the other way, or a change in a side signal; inactive = no such curve, though single readings can be large or run the other way; the % refers to the signal ratio; note: % is set by controls: 0 for no effect and ±100 for the full control effect
Target sequence (Q9NR56 whole entry, looked up): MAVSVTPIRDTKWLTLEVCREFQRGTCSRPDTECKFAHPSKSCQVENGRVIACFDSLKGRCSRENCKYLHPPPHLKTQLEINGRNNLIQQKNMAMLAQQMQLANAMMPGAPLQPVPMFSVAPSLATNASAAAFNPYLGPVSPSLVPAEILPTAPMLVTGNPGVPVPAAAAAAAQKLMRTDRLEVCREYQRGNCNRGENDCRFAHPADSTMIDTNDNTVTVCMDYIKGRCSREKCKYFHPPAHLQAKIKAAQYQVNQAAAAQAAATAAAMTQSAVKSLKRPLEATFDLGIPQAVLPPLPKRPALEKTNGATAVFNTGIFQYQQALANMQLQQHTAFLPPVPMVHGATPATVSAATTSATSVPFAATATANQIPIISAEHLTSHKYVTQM
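Ratiometric TR-FRET (665 over 545 nm, excitation 340 nm) tracks disruption of MBNL1-His/biotin-(CUG)12 complex after 60 min at room temperature, with compounds at 92 nM to 58 uM final.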
uPA generation: cell surface uPA generation inhibition; cell surface uPA generation assay, qHTS; Potency, µM (series often up to 38.3 µM), for inactives: top-dose activity change, negative = inhibition, actives largely listed as inhibitors; 0.31% of 330,000 active; AID 540303; active = well fitted inhibition curve with a large enough effect; inconclusive = small, poorly fitted or top-dose-only effect; inactive = no such curve, though single readings can be large or run the other way; tested in mouse RAW 264.7 cells; note: % is set by controls: 0 for no effect and ±100 for the full control effect; nearly all actives have a fitted effect of over 55% in size
Rab9 prom act: activates the Rab9 promoter. Huh7 Rab9 promoter-luciferase reporter, luminescence, 24 h. Potency, µM (doses to about 9.22 µM), inactives show at the highest dose activation, negative = inhibition, hits mostly activators. 2.8% of 320,000 active; note: % of control where 0% means no effect; nearly all actives have a fitted effect of over 60% in size
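Using Huh7 cells stably transfected with Rab9 promoter–luciferase, compounds were incubated 24 h at 37 °C, 5% CO2; luciferase luminescence was read 10 min after reagent addition.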
The depositor's hits bear a star; ? = inconclusive; · = not tested or not shown; & = joins results of further samples; [ ] = dose if it differs, or a comment. Unless noted, calls come from the whole dose curve; as a rule, active = well fitted curve in the direction sought with a large enough effect; inconclusive = small, poorly fitted or top-dose-only effect, or another doubt; inactive = no such curve, though single readings can be large; an effect the other way counts as inactive or inconclusive. Potency is the fitted concentration of half-maximal effect.

SMILES	p53 reactivator	RORg inh	Gal4-VP16 FLuc	FLuc modulator	ELG1 genotox	NPC1 prom act	BRCA1 expr up	MBNL1 CUG block	uPA generation	Rab9 prom act
CC1(C)CC(=O)C2=C(C1)OC(N)=C(C#N)C21CCN(C(=O)OCc2ccccc2)CC1	2%	?	-47%	6%	-13%	15%	7%	6%	-7%	15%
Cc1ccc(NC(=O)C2CCN(S(=O)(=O)c3c(C)noc3/C=C/c3ccco3)CC2)nc1	-2%	6%	-2%	1%	0%	-21%	-66%	·	0%	-31%[inhibitor]
Cc1cccc(S(=O)(=O)NC(Cc2c[nH]c3ccccc23)C(=O)O)c1 (stereo not given)	-6%	8%[10 µM]	-3%	0%	-1%	0%	-10%	·	-2%	-6%
CC1CCN(C(=O)C2COc3ccccc3O2)CC1 (stereo not given)	19%	·	·	-5%	-2%	5%	50%	·	11%	15%
CNc1nc(-c2ccccc2)[n+](-c2ccc(C)cc2)s1	-59%[inhibitor]	7.9µM*	7.1µM*	6.7µM*	1%	13%	-25%	0%	8%	12%
Cc1cc(C)c2c(=O)cc(C(=O)NCc3ccccc3)oc2c1	-6%	-2%	-1%	0%	5%	1%	-8%	-9%	1%	-11%
CC(=O)O/N=C(\N)c1ccc(-c2csnn2)cc1	14%	12%	7%	?	?	17%	11µM*	13%	-6%	26%
CS(=O)(=O)N1CCC(Oc2cccc(C(=O)NCCCOc3cccnc3)c2)CC1	2%	16%	-4%	-2%	-13%	-4%	0%	-3%	-1%	4%
Cc1ccc(CNc2ccc(N3CCOCC3)c(Cl)c2)cc1	3%	?	-3%	?	6%	17%	18%	-6%	2%	13%
CCOC(=O)CNC(=O)CSc1nnc(-c2ccc(OC)cc2)n1CC	-6%	36%	-2%	2%	6%	0%	14%	-8%	2%	-4%
Fc1cccc(-c2csc(-c3ccno3)n2)c1	5%	16%	6%	?	5%	13%	-27%	·	-1%	12%
COc1ccccc1C(=O)Nc1ccc(NC(=O)c2ccco2)c(C)c1	5%	15%	-7%	?	-2%	-1%	33%	1%	2%	?
COCc1c(C(=O)N/N=C\c2ccccn2)nnn1-c1nonc1N	-5%	20%	-6%	0%	2%	-5%	-19%	5%	1%	-1%
CS(=O)(=O)N(CC(=O)NCCC1=CCCCC1)c1cccc([N+](=O)[O-])c1	7%	20%	-19%	1%	-7%	0%	-22%	?	-5%	-8%
CCn1c(CNC(=O)COc2ccc(C(C)C)cc2)nnc1SCC(=O)Nc1ccccc1F	-7%	-30%	?	-23%	-16%	3%	7%	-18%	-6%	7%
CCOC(=O)[C@@H]1[C@H]2COc3cc(OC)ccc3[C@@H]2N2C(=O)N(c3cccc(C)c3)C(=O)[C@]12C	-3%	·	·	·	2%	·	-5%	·	6%	·
Cn1c(=O)c2c(nc(CN3CCN(c4ccccc4F)CC3)n2CCN2CCOCC2)n(C)c1=O	-8%	36%	23%	1%	1%	-1%	-5%	-4%	-6%	8%
NNC(=O)Cn1cnc2ccccc21	0%	-28%	7%	-1%	1%	?	0%	1%	3%	3%
CCOC(=O)Cn1c(=N)n(CCOc2ccc(F)cc2)c2ccccc21	-1%	3%	-3%	-2%	-1%	-1%	-1%	-5%	-4%	-5%
O=C(Nc1cccc([N+](=O)[O-])c1)N1CCN(c2ccccc2)CC1	5%	-1%	-29%	-5%	-6%	2%	0%	?	4%	-2%

2 compounds from above, limited to ELG1 genotox.
smiles	ELG1 genotox
COCc1c(C(=O)N/N=C\c2ccccn2)nnn1-c1nonc1N	2%
CCOC(=O)[C@@H]1[C@H]2COc3cc(OC)ccc3[C@@H]2N2C(=O)N(c3cccc(C)c3)C(=O)[C@]12C	2%

Other records.
SMILES	p53 reactivator	RORg inh	Gal4-VP16 FLuc	FLuc modulator	ELG1 genotox	NPC1 prom act	BRCA1 expr up	MBNL1 CUG block	uPA generation	Rab9 prom act
COc1cccc(C(=O)Nc2nc(C)cs2)c1	?	?	-23%	6.7µM*	16%	3.2µM*	?	4%	-9%	2.5µM*
COc1ccc(F)cc1C(=O)C1CCCN(Cc2c(C)n(C)n(-c3ccccc3)c2=O)C1 (stereo not given)	0%	-7%	3%	0%	-2%	-3%	3%	3%	-2%	-6%
O=C(c1ccc(CN2CCOCC2)cc1)N1CCN(c2cccc(Cl)c2)CC1	-2%	?	-6%	-2%	-3%	-1%	-15%	-2%	0%	-8%
Cc1cc(Cl)ccc1NC(=S)N1CCOCC1	-3%	?	-13%	-1%	-5%	-3%	-8%	7%	3%	0%
Cc1cc(=O)oc2c3c(cc(OCC(=O)Nc4ccc(CCO)cc4)c12)OC(C)(C)CC3	·	15%	-13%	?	10%	0%	-12%	-2%	-17%	-5%
C/C(=N\NC(=O)c1cccs1)c1c(O)cc(C)oc1=O	3%	4.5µM*	5µM*	?	?	8%	3.5µM*	?	-15%	4%
COCCNC(=O)C1c2cc(OC)c(OC)cc2C(=O)N(C)C1c1cccnc1 (stereo not given)	1%	-2%	-6%	-1%	3%	-4%	-2%	4%	-4%	0%
O=C(O)CC(NC(=O)c1ccc2c(c1)OCO2)c1cccc([N+](=O)[O-])c1 (stereo not given)	-3%	-23%	-1%	-11%	1%	0%	-9%	?	0%	3%
Cc1ccc(S(=O)(=O)N2CCC(C(=O)N3Cc4ccccc4C3)CC2)cc1	5%	33%	2%	2%	-9%	1%	0%	-5%	1%	-2%
COc1cc(-n2c(N)c(C(=O)NCc3ccco3)c3nc4ccccc4nc32)cc(OC)c1OC	12%	?	12%	-1%	10%	-5%	-12%	56%[activator]	-21%	-6%
COC(c1ccccc1)c1nnc(CCC(=O)N2CCN(C3CCCC3)CC2)o1 (stereo not given)	6%	5%	-2%	0%	2%	-4%	-11%	1%	3%	-5%
CC(C)CN(C(=O)c1ccc(S(=O)(=O)N2CCCCC2)cc1)C1CCS(=O)(=O)C1 (stereo not given)	3%	·	·	0%	3%	1%	-8%	·	0%	-4%
CCOC(=O)C1=C(c2ccccc2)NC(SCC(=O)NC2CCCCC2)=C(C#N)C1c1ccco1 (stereo not given)	3%	?	-10%	1%	0%	-4%	-46%	7%	8%	10%
COc1ccc(N/C=C/C(=O)C(F)(F)F)cc1	1%	2%	-7%	?	6%	5%	0%	?	-4%	-9%
CN1CCc2c(sc(NC(=O)c3ccc(C(=O)c4ccccc4)cc3)c2C(N)=O)C1	2%	5%	-13%	3%	0%	-2%	-6%	83%[activator]	5%	9%
C=CCN1C(=O)CSc2ccc(C(=O)NC(C)c3ccccc3)cc21 (stereo not given)	0%	5%	-1%	2%	-1%	3%	7%	-5%	-5%	1%
CCOc1ccnc2c1c(=O)n(Cc1cc(OC)cc(OC)c1)c(=O)n2C	2%	-27%	-3%	2%	1%[9.26 µM]	-1%	0%	?	5%	-2%
CCC(C(=O)NC1CCCCC1)n1c(SCc2ccccc2F)nc2ccncc21 (stereo not given)	27%	?	-15%	-18%&-4%	-1%	1%	5%&31%	-9%	?	3%
COc1ccc(/C=C/C(=O)OCC(=O)Nc2cccc(S(=O)(=O)NC3=NCCCCC3)c2)cc1	-1%	·	·	·	1%	·	-30%	·	-7%	·
CC(C)c1[nH]nc2c1C(Cc1ccccc1)C(C#N)=C(N)O2 (stereo not given)	8%	-2%	1%	2%	-2%	-3%	-5%	-8%	0%	4%
CC1CN(C(=O)COc2coc(CN3CCc4ccccc4C3)cc2=O)CC(C)O1 (stereo not given)	-4%	·	·	1%	1%	0%	-7%	·	0%	0%
Cc1ccsc1/C=N\NC(=O)Cn1nnc2ccccc21	23%	14µM*	?	-20%	-2%	-12%	-38%	12%	-11%	-16%
Cc1[nH]n(-c2ccccc2)c(=O)c1C=NCCc1ccccc1	12%	-10%	6%	-16%	16%	1%	?	-3%	4%	-1%
Cc1ccc2nc(-c3ccco3)c(Nc3ccccc3)n2c1	-1%	?	12%	-12%	6%&5%	6%	7%&3%	2%	-4%	-1%
COc1ccc(CNC(=O)c2c(C)oc3c2C(=O)c2ccccc2C3=O)cc1	11%	-29%	-10%	5%	-11%	2%	-87%	?	-15%	-4%
COC(=O)c1nc(NC(=O)C(C)(C)C)n[nH]1	13%	-29%	-1%	24µM*	5%	-2%	7%	-3%	5%	-4%
CC(NCC(O)c1ccc([N+](=O)[O-])cc1)C12CC3CC(CC(C3)C1)C2 (stereo not given)	-4%	-6%	?	-3%	-5%	2%	-32%	·	-5%	-3%
CCOc1ccc(/C=C/c2[nH]c(=O)[nH]c(=O)c2[N+](=O)[O-])cc1	·	-24%[1.91 µM]	3%	-36%	-11%	0%	-11%	2%	1%	-1%
COc1ccccc1/C=C1\SC(N2CCC(C)CC2)=NC1=O	5%	-7%	-5%	12µM*	?	-29%	81%	?	-1%	5%
O=C(COCC(=O)N/N=C/c1ccccc1F)N/N=C/c1ccccc1F	-11%	16%	-3%	?	1%	0%	-2%	4%	4%	13%
COc1ccc(NS(=O)(=O)c2ccc(C(=O)N(C)Cc3cccs3)cc2)cc1	-6%	·	·	1%	-1%	10%	-28%	·	-7%	-6%
